ERp5 inh – ERp5 (human) disulfide isomerase inhibition; 350,000 compounds, 0.05% hits; ERp5 insulin aggregation, absorbance 650 nm, 90 min; inhibition, % at 9.99 µM;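 active = mean replicate inhibition above about 25%, with every replicate also reaching it, limit read from the data, passing the limit was not always enough; inconclusive = only one of those two criteria met; inactive = neither criterion met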
Target sequence (Q15084 whole entry, looked up): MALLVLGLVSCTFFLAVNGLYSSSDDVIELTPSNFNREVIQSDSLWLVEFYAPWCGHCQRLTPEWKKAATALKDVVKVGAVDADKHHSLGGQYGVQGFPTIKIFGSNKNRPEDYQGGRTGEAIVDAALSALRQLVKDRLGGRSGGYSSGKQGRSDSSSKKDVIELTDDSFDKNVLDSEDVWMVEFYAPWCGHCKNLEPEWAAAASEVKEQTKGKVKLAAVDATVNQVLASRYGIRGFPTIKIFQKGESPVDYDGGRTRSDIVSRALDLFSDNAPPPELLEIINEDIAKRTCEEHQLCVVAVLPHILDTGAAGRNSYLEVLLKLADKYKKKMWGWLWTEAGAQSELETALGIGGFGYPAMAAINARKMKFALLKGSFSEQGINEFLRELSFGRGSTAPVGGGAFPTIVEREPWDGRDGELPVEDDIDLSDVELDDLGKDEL
F508del corr – CFTR F508del correction in bronchial cells | CFBE cells, YFP halide quenching; stimulated with forskolin plus potentiator P3; % fluorescence drop versus neutral controls | activity (quench increase), % at 7.58 µM | 350,000 compounds, 0.36% hits | AID 720511;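 active = mean added fluorescence quench of at least 8% versus neutral control, with both replicates also reaching 8%; inconclusive = only one of the mean or replicate conditions met; inactive = mean below 8% and not both replicates reaching 8%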;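 also: cells transiently co-express mutant CFTR-F508del with the halide-sensitive YFP; corrector assay measuring rescue of mutant channel to the surface after 24 h compound exposure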
miR-122 sensor – inhibitors of miR-122 in Huh7 cells; Huh7 miR-122 Renilla luciferase sensor, 48 h; neutral wells = 0, positive control = 100; activation (reporter increase), % at 12.5 µM; 340,000 compounds, 0.3% hits;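 active = mean replicate activation score at least 90 and every replicate individually at or above 90; inconclusive = only one of the two criteria met; inactive = neither criterion met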;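 also: higher luciferase means less miR-122 activity so hits act as miR-122 inhibitors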
ERAP1 HTS inh – ERAP1 (human) enzyme inhibition; recombinant ERAP1, Leu-AMC fluorescence, 60 min; inhibition, % at 10.7 µM; 340,000 compounds, 0.15% hits; AID 652197;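 active = mean replicate inhibition of at least 30%, or all replicates individually reaching that 30% level; inactive = mean below 30% and not every replicate reaching it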;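 also: 0% = neutral control wells and 100% = L-leucinethiol positive control wells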
Casp6 inh – blocks human caspase-6 cleavage activity; P55212; purified caspase-6, Z-VEID-R110 cleavage fluorescence; inhibition, % at 12.5 µM; 350,000 compounds, 0.53% hits; AID 686996;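 active = mean inhibition across replicates at least about 35%, with every replicate also reaching that limit, limit read from the data; inconclusive = only one of the two criteria met; inactive = neither criterion met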;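 also: 0% = median of neutral control wells and 100% = no fluorescence left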
Target sequence (P55212 24-179 limits assumed): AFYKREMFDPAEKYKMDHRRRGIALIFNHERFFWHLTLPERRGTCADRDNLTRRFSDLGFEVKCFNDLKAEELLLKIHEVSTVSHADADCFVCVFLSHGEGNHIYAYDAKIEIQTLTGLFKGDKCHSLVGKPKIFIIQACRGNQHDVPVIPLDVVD
Target sequence (P55212 194-293 limits assumed): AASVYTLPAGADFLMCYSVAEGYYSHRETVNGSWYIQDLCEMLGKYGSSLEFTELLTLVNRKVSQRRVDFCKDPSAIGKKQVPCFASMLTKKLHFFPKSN
SIRT5 block – blocks human SIRT5 desuccinylation of peptide. inhibition, % at 15 µM. 330,000 compounds, 1.1% hits. Purified SirT5, succinyl-peptide AMC, trypsin-coupled fluorescence; in the data active = inhibition above about 15%; inconclusive = no clear call, values can overlap the other calls
Target sequence (Q9NXA8 whole entry, looked up): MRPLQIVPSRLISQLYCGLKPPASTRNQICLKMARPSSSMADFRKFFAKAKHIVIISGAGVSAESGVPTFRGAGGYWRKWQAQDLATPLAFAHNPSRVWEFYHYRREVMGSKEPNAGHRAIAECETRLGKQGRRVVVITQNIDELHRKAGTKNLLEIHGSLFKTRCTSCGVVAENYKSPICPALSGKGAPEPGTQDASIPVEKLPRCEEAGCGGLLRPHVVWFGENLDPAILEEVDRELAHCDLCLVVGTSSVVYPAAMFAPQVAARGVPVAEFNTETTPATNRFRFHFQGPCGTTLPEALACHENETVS
DENV2 CPE – protects cells from dengue virus 2 cytopathic effect; DENV2-infected cells, cytopathic effect rescue, plate reader; CPE inhibition, % at 9.99 µM; 350,000 compounds, 1.7% hits; in the data active = CPE inhibition above about 20%, passing the limit was not always enough; inconclusive = no clear call, values can overlap the other calls; tested in BHK-21 cells;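 also: 0% = median of neutral control wells and 100% = median of positive control wells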
Starred values were filed as active, the others as inactive; ? = inconclusive; / = no result given; [ ] = another dose, or the depositor's remark.

SMILES	ERp5 inh	F508del corr	miR-122 sensor	ERAP1 HTS inh	Casp6 inh	SIRT5 block	DENV2 CPE
COc1ccc2c3c(n(C)c2c1)[C@H](CO)N(Cc1ccncc1)CC31CCN(C(=O)C2CCCCC2)CC1	-1	3.9	/	-3	-1	6	6
COc1ccc(S(=O)(=O)N(C)C[C@@H]2Oc3ccc(NS(=O)(=O)c4ccc(F)cc4)cc3CC(=O)N([C@@H](C)CO)C[C@H]2C)cc1	-1	2.6	-1[16.7 µM]	0	-3	5	/
COc1cc(NC(=O)c2cc3ccccc3o2)ccc1NC(=O)c1ccco1	2	-2.5	-3	-2	4	-5	-3
COc1ccc(NC(=O)CSc2nc(=O)n(CCN(C)C)c3c2CCCC3)cc1OC	-1	1.1	-2	-22	-4	1	-2
CCc1nn(CC(=O)N2CCC(C(N)=O)CC2)c(=O)c2cc3occc3n12	3	0.0	5	-3	5	-1	?
O=S(=O)(Cc1ccccc1)C1CCCCC1O (stereo not drawn)	8	2.0	/	/	2	-7	0
Cc1noc(C)c1NC(=O)Nc1ccc2c(c1)CC(=O)N([C@H](C)CO)C[C@H](C)[C@@H](CN(C)CC1CC1)O2	-1	-2.2	-5[16.7 µM]	8	-18	-3	0
Cc1cccc(C)c1N1CCN(S(=O)(=O)N2CCCCC2)CC1	-3	-2.0	-1	1	3	1	6
COCC(=O)N1CC(=O)N2[C@@H](CO)[C@@H](c3ccc(-c4ccccc4F)cc3)[C@@H]2C1	1	-0.4	/	-1	7	-2	11
Cc1cc(C)cc(C(=O)OCC(=O)N2CCCCCC2)c1	-10	-3.3	1	1	-1	-1	-2
C[C@H]1CN([C@@H](C)CO)S(=O)(=O)c2ccc(C#CC(C)(C)O)cc2O[C@@H]1CN(C)C(=O)C1CCCCC1	1	-2.6	-1[16.7 µM]	-1	-1	-3	-12
CC(=O)NC(c1cccc(F)c1)c1nc(-c2cccc(C(=O)O)c2)cs1 (stereo not drawn)	0	3.2	0	3	5	-1	7
CCCCn1c(N)c(N(CCOC)C(=O)c2ccc(-c3ccc(C(C)=O)cc3)o2)c(=O)[nH]c1=O	-1	2.9	/	2	0	-17	-5
O=C(NCC1CCCO1)c1ccc(-c2ccccc2Cl)o1 (stereo not drawn)	4	-3.0	-2	2	-1	-2	2
Cc1noc(C)c1NC(=O)Nc1cccc2c1O[C@@H](CN(C)Cc1ccc(Oc3ccccc3)cc1)[C@@H](C)CN([C@H](C)CO)C2=O	5	-1.4	-2[16.7 µM]	-1	-1	37*	-3
O=C(O)CC1c2ccccc2C=Cc2ccccc21	24	-1.4	1	4	-2	-3	/
CN(C)CC#Cc1ccc([C@H]2[C@@H](CO)N3CCCCN(CC4CC4)C[C@@H]23)cc1	-7	2.4	12[16.7 µM]	0	0	-4	5
COc1ccc(S(=O)(=O)N2CCC(NC(=O)N3CCOCC3)CC2)cc1	-5	-0.4	/	0	1	-1	1
COc1ccc2oc(=O)c(C(=O)NC(C)c3ccccc3)cc2c1 (stereo not drawn)	2	0.0	1	-12	2	/	4
OC(c1ccc(CN2CCCCC2)cc1)c1ncc(-c2ccccc2F)[nH]1 (stereo not drawn)	-2	-2.3	5	-2	-3	1	15
CCOC(=O)c1ccc(NC(=S)NN)cc1	-4	-0.7	/	-1	2	-5	2
COCC(=O)N(C)C[C@H]1N[C@@](Cc2ccccc2)(C(=O)OC)[C@H]2C(=O)N(Cc3ccccc3)C(=O)[C@@H]12	4	-0.6	-1	-1	5	-2	1
CCN(C(=O)COC(=O)CCC(=O)c1ccccc1)c1c(N)n(Cc2ccccc2)c(=O)[nH]c1=O	-1	-4.6	-4	1	2	-4	-3
Cc1cccc(CNC(=O)C2CCC(=O)N(CC3CCCCC3)C2)c1 (stereo not drawn)	-4	-2.5	-3	-7	0	-2	-2
CC(C)C#Cc1cnc2c(c1)C(=O)N([C@H](C)CO)C[C@H](C)[C@@H](CN(C)C(=O)Nc1ccc(F)cc1)O2	1	0.0	14[16.7 µM]	7	1	1	-8

Overlap with the part before: three entries; new compounds follow.
SMILES	ERp5 inh	F508del corr	miR-122 sensor	ERAP1 HTS inh	Casp6 inh	SIRT5 block	DENV2 CPE
CCN(C(=O)COC(=O)CCC(=O)c1ccccc1)c1c(N)n(Cc2ccccc2)c(=O)[nH]c1=O	-1	-4.6	-4	1	2	-4	-3
Cc1cccc(CNC(=O)C2CCC(=O)N(CC3CCCCC3)C2)c1 (stereo not drawn)	-4	-2.5	-3	-7	0	-2	-2
CC(C)C#Cc1cnc2c(c1)C(=O)N([C@H](C)CO)C[C@H](C)[C@@H](CN(C)C(=O)Nc1ccc(F)cc1)O2	1	0.0	14[16.7 µM]	7	1	1	-8
O=C(C[C@H]1CC[C@@H]2[C@H](COC[C@H](O)CN2S(=O)(=O)c2ccc(F)cc2)O1)NCCN1CCCCC1	-1	2.7	-5[16.7 µM]	0	-4	-2	-8
COc1ccc(S(=O)(=O)Nc2ccccc2N2CCOCC2)cc1OC	-6	-2.9	-6	0	-2	-3	18
COC(=O)c1ccc(COc2ccccc2/C=N/NC(=O)c2cccnc2)cc1	-3	-3.1	-7	-3	2	1	2
COCC(=O)N(C)C[C@H]1Oc2cc(C#Cc3ccccc3)ccc2S(=O)(=O)N([C@H](C)CO)C[C@H]1C	12	-0.5	-26[16.7 µM]	-2	-1	2	10
O=C(CCNC(=O)C1CCN(S(=O)(=O)c2ccc(F)cc2)CC1)NCc1ccc(F)cc1	0	1.4	5	-3	-2	-1	11
Cc1ccc(Oc2ncccc2NC(=O)CC(CC(=O)O)c2ccccc2)c2c1CCC2 (stereo not drawn)	3	0.2	/	4	6	-1	-1
O=C(Cc1ccncc1)NCC[C@H]1CC[C@H](NC(=O)C2CC2)[C@H](CO)O1	-7	-0.3	/	-2	3	-11	4
CCOc1ccc(-c2nnc3ccc(SCC(=O)N4CCCCC4)nn23)cc1	-8	-0.5	3	5	1	-1	20
CO[C@H]1CN(C)C(=O)c2cc(NC(=O)Nc3cccc(F)c3)ccc2OC[C@H](C)N(C)C[C@H]1C	4	-2.1	7[16.7 µM]	-5	-17	-1	29*
O=C(c1cccc(F)c1)N1C[C@H]2[C@@H](c3ccccc31)[C@@H](CO)N2C(=O)c1ccc(F)cc1	1	0.3	192*[16.7 µM]	1	-1	-1	-6
CCCC#Cc1ccc([C@H]2[C@@H](CO)N3C(=O)CN(C(=O)c4ccncc4)C[C@@H]23)cc1	9	-2.7	/	-1	2	-4	-5
CC(=O)c1ccc(NC(=O)COC(=O)/C=C/c2cccs2)cc1	-10	1.1	-6	-1	30	-3	15
CCOC(=O)C1(Cc2ccc(OC)cc2)CCN(C(=O)CCc2cnccn2)CC1	5	-0.3	-3	/	0	-5	1
COc1ccccc1N=Cc1c(C)[nH]n(-c2ccc(C)cc2C)c1=O	2	-0.9	5	-2	17	-4	3
CCCC(=O)NC(C)c1nc2ccccc2n1CC (stereo not drawn)	3	0.4	/	2	-6	-5	-3
CO[C@H]1CN(C)C(=O)c2cc(NC(=O)Nc3ccc(Cl)cc3)ccc2OC[C@H](C)NC[C@@H]1C	-8	3.3	-3[16.7 µM]	/	/	-3	1
CC(=O)N1CCN(CCS(=O)(=O)c2cc(Cl)ccc2Cl)CC1	-6	-2.3	-14	1	2	-5	-6
C#CCOC(=O)C[N+](C)(C)CC#Cc1ccccc1	-5	-1.4	-8	0	-2	-1	-4
Cc1ccc(-c2nc3ccccc3n2C(C)C(=O)NC(C)(C)C)cc1 (stereo not drawn)	2	-0.6	/	-3	1	/	?
O=C(Nc1cccc(S(=O)(=O)N2CCCCCC2)c1)c1cncc(Br)c1	-2	-0.6	4	-2	4	/	14
C[C@H]1CN([C@@H](C)CO)C(=O)c2cc(NS(=O)(=O)c3ccc(Cl)cc3)ccc2O[C@@H]1CN(C)CC1CC1	-4	-3.1	-2[16.7 µM]	-2	0	1	-8
CCOc1ccc2oc(C(=O)OCC(=O)NCc3ccc(OC)cc3)c(C)c2c1	3	-5.0	/	-2	-1	-2	-6
CCCC1=NN(C(=O)Cc2ccc([N+](=O)[O-])cc2)C(O)(C(F)(F)F)C1 (stereo not drawn)	0	-2.5	/	4	1	9	3
COc1cccc(S(=O)(=O)N2CCCCN3[C@H](CO)[C@H](c4ccc(C5=CCCCC5)cc4)[C@@H]3C2)c1	-1	1.1	-4[16.7 µM]	/	/	-1	1
COC(=O)c1ccc(CNC(=O)c2ccc(NS(=O)(=O)c3ccc4[nH]c(=O)[nH]c4c3)cc2)cc1	1	-2.2	/	2	4	-4	-4
Going on with the list.
SMILES	ERp5 inh	F508del corr	miR-122 sensor	ERAP1 HTS inh	Casp6 inh	SIRT5 block	DENV2 CPE
CC1=Nc2ccc(Br)cc2C(c2ccccc2)N1CC(=O)O (stereo not drawn)	-1	1.1	/	4	-3	-5	-1
COc1ccc(Cc2nnc(NC(=O)c3cccc(F)c3)s2)cc1OC	2	4.5	7	1	6	-2	-2
CC1(c2ccc3c(c2)OCCCO3)NC(=O)N(CC(=O)NCCc2ccc(F)cc2)C1=O (stereo not drawn)	-9	-3.6	-3	-2	4	/	-3
Cn1c(=O)c2c(nc(N3CCCCCC3)n2CC(=O)c2ccc(Br)cc2)n(C)c1=O	4	/	1	-3	0	1	/
CC(C)=CC(=O)N1CCC(n2nccc2NC(=O)CCc2ccccc2)CC1	-4	1.2	-2	5	0	-3	-1
Nc1nonc1-n1nnc(C(=O)N/N=C/c2ccc(Cl)cc2Cl)c1CN1CCCC1	1	-2.3	-2	-3	-5	-3	3
CCOC(=O)N1CCN(C(=O)C(C)(C)Oc2ccc(Cl)cc2)CC1	4	-0.8	2	/	2	/	5
CN1C(=O)c2cc(NS(C)(=O)=O)ccc2OC[C@@H]2O[C@H](CC(=O)NCc3ccc(-c4ccccc4)cc3)CC[C@H]21	2	/	/	2	1	2	-3
O=C(c1ccccc1F)N1C[C@@H]2[C@H](c3ccccc31)[C@@H](CO)N2C(=O)c1ccc(F)cc1	1	-1.2	0[16.7 µM]	0	1	1	2
CCCN(CC(=O)Nc1ccccc1C)C(=O)c1nn(CC)c(=O)c2ccccc12	-2	2.1	-3	-3	-33	-1	10
Cc1ccccc1-c1ccc([C@@H]2[C@H](CO)N3CCCCN(C(=O)NC4CCCC4)C[C@@H]23)cc1	0	-1.3	-10[16.7 µM]	1	2	-1	-31
CCCNC(=O)Nc1ccc2c(c1)C(=O)N(C)C[C@@H](OC)[C@@H](C)CN(Cc1ccc(-c3ccccn3)cc1)[C@H](C)CO2	-6	3.7	/	-2	0	4	0
Cc1cc(C(=O)Nc2cccc3c2O[C@H](CN(C)Cc2ccc(Cl)c(Cl)c2)[C@H](C)CN([C@@H](C)CO)C3=O)n(C)n1	0	-1.4	1[16.7 µM]	-1	-2	6	-4
O=C(NCc1cccs1)c1cnn2cccnc12	-2	-3.3	3	-1	1	1	5
CCN(CC)C(=O)[C@H]1C[C@H](CC(=O)NCCCn2ccnc2)C(=O)N2CCc3c([nH]c4cc(CCC(=O)N(C)C)ccc34)[C@]12C	2	-3.5	/	-2	-37	-6	-3
C[C@@H]1CN([C@@H](C)CO)C(=O)c2cc(NC(=O)C3CC3)ccc2O[C@H]1CN(C)S(=O)(=O)c1ccccc1	-1	-2.1	0[16.7 µM]	-1	-3	-1	-3
CN1[C@@H]2c3ccc(-c4ccncc4)c(=O)n3C[C@@H]2[C@@H](CO)[C@@H]1C(=O)N1CCc2ccccc2C1	1	1.0	5[16.7 µM]	2	1	-1	11
CC(C)c1ccccc1NC(=O)CC1(CC(=O)O)CCCC1	-5	-4.1	/	/	-2	-4	-9
CCC(=O)Nc1cccc(C(=O)OCc2cccc([N+](=O)[O-])c2)c1	-65	-2.5	-6	-1	4	-2	-7
CCOc1ccc(NS(=O)(=O)c2ccc(C(=O)N3CCN(c4ncccn4)CC3)cc2)cc1	0	-0.7	1	-2	6	2	0
CC1(C)CC(=NNC(=O)c2n[nH]c3c2CCC3)CC(C)(C)N1	1	0.0	/	0	1	-1	-1
COc1ccc(-c2n[nH]c(=S)n2Cc2ccccc2)cc1	-1	3.6	-2	0	-2	-1	7
Cc1ccc(N2C(=O)CC(Sc3ccccc3C(=O)O)C2=O)cc1C (stereo not drawn)	1	-1.0	5	-2	6	-5	-6
CCOP(=O)(OCC)c1ccc2c(c1)C(=O)c1ccccc1CC2	-4	-2.6	6	2	0	/	46*

Assay outcomes deposited in PubChem by Broad Institute.
